CSN inh = inhibitors of CSN-mediated cullin deneddylation, primary screen, biochemical, fluorescence polarization, uHTS; COP9 signalosome complex subunit 5 (Homo sapiens), Q92905; Purified CSN, SCF-Nedd8-OG deneddylation; inhibition, % at 12.5 µM; 360,000 tested, 0.38% active; AID 651999, 2013;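 active = pattern-corrected inhibition above about 35%, with an unprinted fluorescence ratio check between 0.5 and 1.5, limit read from the data, passing the limit was not always enough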;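 also: 0% = enzyme with substrate and 100% = substrate without enzyme; some results filed as inactive read as strong as hits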
Target sequence (Q92905 whole entry, looked up, one chain of several): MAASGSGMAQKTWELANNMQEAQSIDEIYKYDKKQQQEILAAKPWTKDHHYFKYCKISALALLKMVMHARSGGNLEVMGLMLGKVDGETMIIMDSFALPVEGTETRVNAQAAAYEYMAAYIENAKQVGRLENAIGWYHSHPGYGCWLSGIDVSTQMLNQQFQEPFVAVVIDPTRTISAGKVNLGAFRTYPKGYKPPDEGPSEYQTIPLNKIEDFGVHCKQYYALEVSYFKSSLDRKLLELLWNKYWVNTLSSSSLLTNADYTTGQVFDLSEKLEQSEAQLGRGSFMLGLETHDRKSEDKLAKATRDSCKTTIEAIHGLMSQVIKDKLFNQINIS
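Detection – fluorescence polarization · System – HEK293T-derived human Csn5 enzyme · Controls – substrate-only high control, full reaction low control · Timing – 90 min, room temperature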
TbMetRS inhib = T. brucei MetRS inhibitors, primary screen, biochemical, luminescence. methionyl-tRNA synthetase (Trypanosoma brucei brucei). purified T. brucei MetRS, ATP depletion, Kinase-Glo luminescence. inhibition, % at 11.9 µM. 360,000 tested, 0.4% active. AID 624268, 2012;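 active = inhibition above a per-plate cutoff of the control wells' mean inhibition plus 3 SD, cut at about 5.5% in these data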;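 also: 0% = DMSO wells median and 100% = median of wells with control inhibitor compound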
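Dosing: 11.9 µM single point; system: parasite MetRS enzyme; technique: luminescence of leftover ATP; times: 15 min enzyme-compound preincubation, 2 h reaction, 10 min detection, 25 °C; replicates: each compound tested once; read-out basis: percent inhibition relative to median high and low control wells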
bovine MsrA act = bovine MsrA enzyme activators, primary screen, biochemical, absorbance, HTS. 360,000 tested, 0.3% active. purified bovine MsrA, absorbance read-out. activation, % at 10.6 µM. Methionine sulfoxide reductase A (Bos taurus); in the data active = activation above about 7.5%;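 also: 0% = vehicle and 100% = reference activator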
MsrA inhibitor = bovine MsrA enzyme inhibitors, primary screen, biochemical, absorbance, HTS. Methionine sulfoxide reductase A (Bos taurus). purified bovine MsrA, absorbance read-out. inhibition, % at 15.5 µM. 360,000 tested, 0.75% active. AID 651718, 2012; in the data active = inhibition above about 4.5%;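 also: 0% = vehicle wells with enzyme and 100% = reference inhibitor wells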
FAS TE block = FAS thioesterase domain inhibitors, primary screen, biochemical, fluorescence intensity, uHTS. 360,000 tested, 0.67% active. inhibition, % at 15 µM. Fatty acid synthase (Homo sapiens), P49327. AID 602261, 2012. recombinant FAS-TE, OMFH fluorogenic substrate, fluorescence endpoint;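 active = compounds whose normalised, plate-corrected inhibition of enzyme fluorescence in the single-dose primary screen is 50% or more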;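 also: 0% = DMSO with enzyme and 100% = substrate without enzyme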
E coli Lon inh = inhibitors of E. coli Lon protease, primary screen, biochemical, fluorescence polarization | 360,000 tested, 0.42% active | purified E. coli Lon protease | P0A9M0 | inhibition, % at 7.94 µM; in the data active = inhibition above about 13%, passing the limit was not always enough;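 also: 0% = enzyme with probe and DMSO and 100% = no enzyme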
Rin1 Abl inh = inhibitors of Rin1-Abl protein binding, primary screen, biochemical, TR-FRET; 360,000 tested, 0.4% active; Tyrosine-protein kinase ABL1 (Homo sapiens) + Ras and Rab interactor 1 (Homo sapiens), …; AID 588664, 2011; inhibition, % at 7.35 µM; in the data active = inhibition above about 5%, passing the limit was not always enough
MLLE-PAM2 inh = inhibitors of PABP1 MLLE–PAM2 peptide binding, primary screen, biochemical, fluorescence polarization, FITC-PAM2, GST-MLLE; AID 588489, 2011; inhibition, % at 20 µM; Polyadenylate-binding protein 1 (Homo sapiens), P11940; 360,000 tested, 0.36% active; in the data active = inhibition above about 35%, passing the limit was not always enough;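 also: plate controls were DMSO wells with GST-MLLE for no effect and wells lacking GST-MLLE protein for full effect; some results filed as inactive read as strong as hits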
Neddylation inh = inhibitors of cullin neddylation, primary screen, biochemical, TR-FRET, uHTS, NAE and Ubc12; NEDD8-conjugating enzyme Ubc12 (Homo sapiens) + NEDD8-activating enzyme E1 regulatory …; calls only at 25 µM; 360,000 tested, 0.58% active; AID 651699, 2012; in the data active = inhibition above about 36%
Target sequence (P61081 whole entry, looked up): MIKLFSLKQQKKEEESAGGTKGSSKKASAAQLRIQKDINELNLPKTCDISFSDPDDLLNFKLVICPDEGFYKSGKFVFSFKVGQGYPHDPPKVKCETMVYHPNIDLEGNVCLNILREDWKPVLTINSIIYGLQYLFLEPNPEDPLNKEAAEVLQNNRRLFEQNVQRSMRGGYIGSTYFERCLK
Target sequence (Q13564 whole entry, looked up): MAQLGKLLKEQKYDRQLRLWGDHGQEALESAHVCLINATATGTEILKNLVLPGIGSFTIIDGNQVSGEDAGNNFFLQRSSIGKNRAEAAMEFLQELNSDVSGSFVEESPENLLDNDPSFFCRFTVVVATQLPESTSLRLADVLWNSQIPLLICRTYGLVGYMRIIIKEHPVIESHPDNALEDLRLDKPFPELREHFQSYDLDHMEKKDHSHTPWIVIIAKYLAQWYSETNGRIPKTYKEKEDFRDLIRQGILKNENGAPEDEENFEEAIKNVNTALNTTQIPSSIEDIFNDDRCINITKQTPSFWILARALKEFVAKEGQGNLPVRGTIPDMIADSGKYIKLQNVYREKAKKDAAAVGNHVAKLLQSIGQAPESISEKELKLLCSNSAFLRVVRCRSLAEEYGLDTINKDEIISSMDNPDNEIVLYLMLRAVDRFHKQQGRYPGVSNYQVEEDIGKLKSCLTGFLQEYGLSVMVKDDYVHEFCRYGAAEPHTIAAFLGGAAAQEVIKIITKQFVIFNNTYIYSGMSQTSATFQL
The depositor's hits bear a star; i = inactive.

Below each compound: Neddylation inh | Rin1 Abl inh | MLLE-PAM2 inh | E coli Lon inh | MsrA inhibitor | bovine MsrA act | CSN inh | TbMetRS inhib | FAS TE block
- CCOc1ccc(NC(=O)CCC(=O)NNS(=O)(=O)c2ccccc2[N+](=O)[O-])cc1
→ i | 4 | 19 | 10 | 1.9 | -4 | -2 | -0.3 | -3
- COc1cccc(CN(C)Cc2nc(Cc3ccccc3Cl)no2)c1
→ i | -2 | -12 | 1 | 0.4 | 1 | -1 | -0.6 | 9
- CCCCNC(=O)C1(C)CCCCN1C(=O)c1cc2ccccc2s1 (stereo not drawn)
→ i | -4 | 3 | 8 | -0.5 | -1 | 1 | -0.6 | -2
- O=C(O)C1CSC2(c3ccc(F)cc3)CCC(=O)N12 (stereo not drawn)
→ i | 1 | 18 | -8 | -0.6 | -2 | 1 | -0.8 | -4
- COc1cccc(CN(C)CC(=O)NCc2ccc(F)cc2)c1OC
→ i | 4 | -7 | 2 | 0.5 | -7 | 4 | -1.0 | -4
- CC(=O)Nc1ccc(S(=O)(=O)NNC(=O)COc2cccc(C)c2)cc1
→ i | -1 | 31 | 1 | -0.1 | -10 | 6 | -0.3 | -9
- O=C(c1cc2c(ccc3ccccc32)o1)N1CCCCC1
→ i | 1 | -6 | 5 | 0.5 | -1 | 0 | -0.1 | 8
- COCCOC(=O)C1=C(C)N(c2ccccc2)C(=S)NC1c1ccccc1C(F)(F)F (stereo not drawn)
→ i | 0 | 26 | -3 | -0.6 | -1 | -10 | -0.2 | 12
- Cc1cc(C)c(NC(=O)COc2ccc(-n3cnnn3)cc2)c(C)c1
→ i | -2 | -3 | -7 | 0.6 | -2 | -6 | -0.5 | -2
- CCCCN(C=O)c1c(CC)nc2ccc(C(=O)NCc3cccs3)cn12
→ i | -4 | 8 | -3 | -0.9 | -4 | -4 | 0.0 | -8
- COc1ccccc1CN1CCN(C(CC(C)C)c2nnnn2Cc2cccs2)CC1 (stereo not drawn)
→ i | -1 | -3 | 0 | 1.8 | 0 | 0 | 0.3 | 9
- Cc1ccc(S(=O)(=O)N2CCN(S(=O)(=O)c3ccccc3Br)C2=O)cc1
→ i | 2 | -8 | 3 | 0.1 | 1 | -3 | 0.8 | -2
- O=c1c2cc(NC(=S)N3CCCC3)ccc2nc2n1CCCCC2
→ i | 0 | -59 | 5 | 0.5 | -2 | 4 | 0.3 | -3
- CCOC(=O)c1c(NC(=O)CSc2nnc(C)c(=O)[nH]2)sc2c1CCCC2
→ i | 3 | -3 | 3 | 1.7 | -2 | 0 | 0.1 | -1
- N#CCCN1CCN(CCC#N)CC1
→ i | -3 | 9 | -7 | -0.9 | 0 | 1 | -0.5 | -8

Brought forward from above: 4 entries, followed by the next part.
Below each compound: Neddylation inh | Rin1 Abl inh | MLLE-PAM2 inh | E coli Lon inh | MsrA inhibitor | bovine MsrA act | CSN inh | TbMetRS inhib | FAS TE block
- Cc1ccc(S(=O)(=O)N2CCN(S(=O)(=O)c3ccccc3Br)C2=O)cc1
→ i | 2 | -8 | 3 | 0.1 | 1 | -3 | 0.8 | -2
- O=c1c2cc(NC(=S)N3CCCC3)ccc2nc2n1CCCCC2
→ i | 0 | -59 | 5 | 0.5 | -2 | 4 | 0.3 | -3
- CCOC(=O)c1c(NC(=O)CSc2nnc(C)c(=O)[nH]2)sc2c1CCCC2
→ i | 3 | -3 | 3 | 1.7 | -2 | 0 | 0.1 | -1
- N#CCCN1CCN(CCC#N)CC1
→ i | -3 | 9 | -7 | -0.9 | 0 | 1 | -0.5 | -8
- CCN(CC)c1nc(Nc2ccccc2)nc(Oc2ccc(=O)n(C)n2)n1
→ i | 3 | -14 | -2 | -0.3 | 2 | -1 | 1.3 | 8
- Cc1cc(NC(=O)c2cccc(S(=O)(=O)N(C)C)c2)n(-c2ccccn2)n1
→ i | 0 | -9 | -3 | 1.2 | 1 | 1 | -0.4 | 17
- Cc1nnc(SCc2cccs2)[nH]c1=O
→ i | 0 | -8 | -2 | -1.1 | -2 | -2 | -0.7 | -8
- CC(C)C(NC(=O)CN1C(=O)c2ccccc2S1(=O)=O)C(C)C
→ i | -1 | -1 | -10 | -0.7 | 0 | -3 | -0.4 | -1
- C=CCn1c(SCC(=O)NCc2ccco2)nnc1C1CCCCC1
→ i | 5 | -8 | -4 | 1.4 | 0 | -2 | 0.1 | -6
- CCn1c(C)c(C(C)=O)c(N2CCN(C(=O)c3ccco3)CC2)nc1=S
→ i | 0 | 26 | -8 | 0.0 | -1 | 4 | 0.2 | -4
- CC(C)c1ccc2[nH]c(O)c(N=NC(=O)c3cccc(S(=O)(=O)N4CCCCC4)c3)c2c1
→ i | 2 | -2 | -6 | -0.1 | -4 | -2 | 0.1 | 58*
- CC1CCCCC1NC(=O)c1ccc(-n2cncn2)cc1 (stereo not drawn)
→ i | 0 | 1 | -7 | -1.2 | -1 | -2 | 0.2 | -4
- CC(OC(=O)c1ccccc1Br)C(=O)Nc1nc(-c2cccc([N+](=O)[O-])c2)cs1 (stereo not drawn)
→ i | -3 | 5 | 4 | -1.4 | -5 | 2 | -0.4 | 5
- COc1ccc(C(NC(=O)C2CCN(CCc3ccccc3)CC2)c2ccccn2)cc1 (stereo not drawn)
→ i | 5 | 0 | -8 | 0.1 | 0 | 2 | -0.2 | -7
- COc1cc(NC(=O)c2ccc(=O)[nH]n2)cc(OC)c1OC
→ i | 2 | 0 | -3 | 1.0 | 2 | -4 | 0.1 | -2
- CCOC(=O)c1c(C)n(C)c2ccc(O)c(CN(C)C)c12
→ i | 1 | -5 | 4 | -0.4 | -7 | -1 | -0.5 | -9
- CC(Oc1ccccc1)C(=O)NC1CCN(Cc2ccccc2)CC1 (stereo not drawn)
→ i | -3 | 17 | 1 | 0.3 | 4 | -1 | -0.5 | -7
- COC(=O)c1ccccc1NC(=O)c1cccnc1
→ i | -1 | -5 | -6 | 1.8 | -2 | 4 | 1.8 | -6
- O=C(NCCc1ccccc1)c1ccc(NC2=NC3CS(=O)(=O)CC3S2)cc1 (stereo not drawn)
→ i | -2 | -131 | -9 | -1.5 | -1 | -1 | -0.7 | -6

Further records
Below each compound: Neddylation inh | Rin1 Abl inh | MLLE-PAM2 inh | E coli Lon inh | MsrA inhibitor | bovine MsrA act | CSN inh | TbMetRS inhib | FAS TE block
- COc1ccc(C(=O)Nc2ccnn2C2CCN(Cc3cnn(C)c3)CC2)cc1
→ i | 2 | -4 | -9 | 0.2 | -7 | -1 | -0.6 | -5
- CCCOC(=O)Nc1ccc(S(=O)(=O)Nn2cnnc2)cc1
→ i | -2 | 12 | -2 | -0.8 | -1 | 1 | -0.6 | -6
- COc1cc2c(cc1OC)C(c1cccnc1)CC(=O)N2 (stereo not drawn)
→ i | 1 | -5 | 1 | 0.3 | -1 | 2 | 0.0 | -8
- CCOc1ccc(S(=O)(=O)NCCC(=O)N2CCCCCCC2)cc1
→ i | 0 | 7 | -3 | 1.9 | -1 | 1 | 0.6 | -2
- O=C(COc1ccccc1)N=C1SC2CS(=O)(=O)CC2N1c1ccc(F)cc1 (stereo not drawn)
→ i | -1 | -8 | 0 | -0.7 | 0 | 0 | -0.2 | -2
- CCn1c(=O)n(CC)c2cc(NC(=O)CSc3ccc([N+](=O)[O-])cn3)ccc21
→ i | -1 | -30 | 11 | 1.4 | -8 | -2 | -1.1 | 44
- N#C/C(=C\c1ccc(Cl)cc1)c1nc2ncccc2[nH]1
→ i | 0 | -16 | -15 | 0.9 | -6 | 7 | -1.4 | 9
- CCn1cc(Cl)c(C(=O)Nc2cc(C(=O)OC)cc(C(=O)OC)c2)n1
→ i | -2 | 2 | 5 | 0.4 | 1 | 3 | -0.8 | 1
- N#Cc1ccc(OCC(=O)OCC(=O)Nc2cc(C(F)(F)F)ccc2N2CCOCC2)cc1
→ i | 0 | -7 | -8 | 0.3 | -4 | 0 | -0.5 | 6
- Clc1ccc2ccc3cccnc3c2n1
→ i | 0 | -6 | 2 | -0.9 | -2 | -2 | -0.5 | -3
- Cc1c(CNCCc2ccccc2)c(C(=O)O)c(C)n1-c1ccccc1
→ i | -2 | -15 | -8 | 0.2 | -1 | -3 | 0.4 | 0
- COc1ccc(NC(=O)c2cc3nc(-c4ccccc4)cc(C)n3n2)cc1OC
→ i | 5 | 7 | -11 | 2.0 | -4 | 4 | -0.1 | 4
- CCC(C)OC(=O)c1cc(C)nc2c(Br)cc(Br)cc12 (stereo not drawn)
→ i | -1 | 13 | 0 | 0.8 | -9 | 2 | -0.9 | 9
- CCc1nc(SCc2cccnc2)[nH]c(=O)c1C
→ i | -4 | 2 | -5 | -0.2 | -4 | -3 | 0.2 | -5
- CC(=O)N1CCOc2ccc(S(=O)(=O)N3CCC(C(=O)Nc4ccccc4F)CC3)cc21
→ i | 2 | -18 | -18 | -0.4 | -1 | 8 | 0.8 | -7

Next results
Below each compound: Neddylation inh | Rin1 Abl inh | MLLE-PAM2 inh | E coli Lon inh | MsrA inhibitor | bovine MsrA act | CSN inh | TbMetRS inhib | FAS TE block
- CC(=O)OC(c1nc2ccccc2c(=O)n1C1CC2(OC1=O)c1ccccc1N1C(=O)C(C)(C)N(O)C12)C(C)C (stereo not drawn)
→ i | -1 | -12 | 30 | -0.9 | -7 | 6 | -2.0 | 12
- O=C1Nc2ncccc2OC1CCCl (stereo not drawn)
→ i | -2 | -4 | 4 | -0.5 | -5 | 4 | -0.6 | -14
- COc1ccc([C@@H]2[C@@H]3C(=O)N(C(C)(C)C)C(=O)[C@@H]3[C@]3(Cc4ccc(Cl)cc4)C(=O)N(c4cccc(C)c4)C(=O)N23)cc1
→ i | 6 | 3 | -1 | 1.9 | -5 | -2 | -0.2 | 83*
- O=C(CCC1CCCCC1)Nc1ccccc1O
→ i | -2 | 7 | 5 | -0.6 | -10 | 1 | -0.6 | -4
- COc1ccc(NC(=O)CN(C)C(=O)CNC(=O)c2cccs2)cc1
→ i | 5 | -4 | 2 | -0.7 | -6 | -3 | -0.4 | -7
- COc1ccc(Br)cc1CN1CCN(C(=O)c2ccc(F)cc2)CC1
→ i | 4 | -3 | -2 | -0.1 | 1 | 1 | -0.4 | 4
- CCc1nnc2sc(-c3ccc(NC(=O)CSc4ccc(Cl)cc4)cc3)nn12
→ i | -3 | 3 | 3 | 0.3 | 0 | -5 | -0.6 | 0
- CCOC(=O)N1CCC(C(=O)Nc2ccc(OCC)cc2)CC1
→ i | 2 | -5 | 5 | 0.4 | -1 | 5 | -0.1 | -6
- CCN(CC)C(=O)C1=C(C)N(Cc2ccccc2)C(=O)C(CC(=O)NC2CCCCC2)C1 (stereo not drawn)
→ i | -1 | 7 | 2 | 0.8 | -1 | -2 | -2.2 | -12
- Cc1ccc(S(=O)(=O)N(C)c2cc(S(=O)(=O)Nc3ccncc3)c(C)cc2C)cc1
→ i | -2 | 10 | -7 | 0.5 | 1 | -6 | 0.0 | -56
- O=C(N=C1SC2CS(=O)(=O)CC2N1c1ccc(Br)cc1F)C1CC1 (stereo not drawn)
→ i | 0 | 10 | -8 | 0.5 | 1 | -2 | 0.4 | -5

High-throughput results (PubChem)
